From PubChem BioAssay
C8 TRAIL sens = caspase-8 TRAIL sensitization. NB7+C8 cells + TRAIL, ATPlite viability luminescence. 1% of 360,000 active. inhibition (viability loss, TRAIL sensitization), % at 10 µM;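 active = compounds causing at least 50% loss of cell viability in the single-dose screen, relative to plate controls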
TRPM1 prom inh = reduces MITF-dependent TRPM1 promoter luciferase signal. SK-MEL-5 TRPM1 promoter luciferase, 24 h. inhibition, % at 12.5 µM. 0.83% of 330,000 active. AID 488899;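 active = mean inhibition across replicates of 60% or more, whatever share of single replicates reaches that level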; also: values of inactives mirror those of a sister screen read the other way
hiPSC survival = hiPSC single-cell survival enhancement; AID 602274; 0.044% of 360,000 active; survival enhancement, % at 20 µM; ATPlite luminescence; 100% = ROCK inhibitor wells, 0% = DMSO; in the data active = survival enhancement above about 18%;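 also: cells exposed to compounds for 16 hours before the ATP read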
NR2E3 ag-1 = human photoreceptor-specific nuclear receptor agonism | AID 602229 | CHO-S Gal4-NCOR/VP16-NR2E3 two-hybrid, luciferase | inhibition of corepressor binding, % at 3.98 µM | Q9Y5X4 | 0.35% of 360,000 active;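 active = inhibition above the mean of all tested compounds plus 3 SD, cut at about 70% in these data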;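 also: 0% = DMSO with NR2E3 transfected cells and 100% = cells lacking NR2E3 construct; higher means lower luciferase signal from less NR2E3 corepressor binding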
Target sequence (Q9Y5X4 whole entry, looked up, the tested form may be a part): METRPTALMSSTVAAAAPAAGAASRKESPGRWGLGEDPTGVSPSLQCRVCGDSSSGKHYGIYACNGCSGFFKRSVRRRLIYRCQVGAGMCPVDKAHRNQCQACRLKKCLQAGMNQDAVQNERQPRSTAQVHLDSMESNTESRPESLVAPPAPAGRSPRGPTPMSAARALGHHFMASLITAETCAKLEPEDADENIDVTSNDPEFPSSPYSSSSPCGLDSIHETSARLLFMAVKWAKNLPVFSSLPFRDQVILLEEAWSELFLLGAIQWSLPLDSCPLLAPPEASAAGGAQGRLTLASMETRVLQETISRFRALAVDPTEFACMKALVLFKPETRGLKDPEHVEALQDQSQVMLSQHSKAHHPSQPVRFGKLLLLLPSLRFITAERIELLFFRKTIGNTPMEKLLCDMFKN
KKLEB cytotox = counter-screen for CF NF-kB inhibitors: cytotoxicity. 0.36% of 360,000 active. activity change (cytotoxicity), % at 5 µM. KKLEB CF airway cells viability, ATPlite luminescence, overnight; stronger effect = lower value; cells stimulated with P. aeruginosa culture filtrate. AID 602141;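 active = corrected activity change at or below -50% at 5 µM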
HIF-2a block = HIF-2a inhibition; 0.72% of 360,000 active; 786-0 RCC cells HIF-2a reporter, luciferase luminescence, overnight; inhibition, % at 18.8 µM;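 active = inhibition of the luminescence signal of 40% or more relative to plate controls, in a single-dose primary screen at 18.75 µM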
Shn3 inh set2 = Schnurri-3 reporter inhibition in Clone20 osteoblasts; 0.52% of 360,000 active; inhibition, % at 12.5 µM; Clone20 osteoblast Shn3 3'UTR firefly luciferase, 24 h;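 active = mean inhibition of at least 75% with every replicate also reaching 75%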;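 also: 0% = median of neutral control wells and 100% = pilot-screen positive control compound; some compounds past the cut are filed as inactive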
EBV LMP1 NFkB = Epstein-Barr LMP1 NF-kappaB reporter inhibition; inhibition, % at 12.5 µM; 0.69% of 350,000 active; LMP1-induced NF-kappaB luciferase reporter cells, luminescence; in the data active = inhibition above about 41%;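 also: 0% = neutral control wells and 100% = reference inhibitor control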
NR2E3 ag-2 = activates human photoreceptor nuclear receptor NR2E3; AID 2300; Q9Y5X4; GST-NR2E3/biotin-RetCOR TR-FRET, 1536-well; 0.12% of 320,000 active; inhibition of corepressor binding, % at 4.78 µM;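 active = percent inhibition above the cutoff of mean plus 3 SD of all tested compounds, set per screening campaign, cut at about 20% in these data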;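 also: 0% = DMSO wells and 100% = biotin wells as full block of FRET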
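Assay system: NR2E3–RetCOR corepressor complex. Quantity: 1.35 nM GST-NR2E3. Buffer or medium: pH 7.5 Tris-based buffer. Reagent: biotinylated RetCOR corepressor at 7 nM final. Schedule: 5 h at 4 °C. Detection: TR-FRET, emission read at 617 and 671 nm. Replicates: one well per compound, singlicate testing.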
Peg3 promoter = inhibitors of Peg3 promoter; inhibition, % at 20 µM; HeLa PEG-Prom luciferase reporter, luminescence, overnight; 1.7% of 360,000 active; AID 588405;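 active = inhibition of at least 50% at 20 µM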
CF NFkB inh = inhibitors of cystic fibrosis induced NF-kB | inhibition, % at 5 µM | 0.86% of 360,000 active | KKLEB NF-kB-GFP reporter, PAF-induced, GFP fluorescence overnight;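 active = at least 50% inhibition at 5 µM, scaled per plate between neutral and stimulator controls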;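 also: PAF is a Pseudomonas aeruginosa culture filtrate used as stimulus; plate controls were PAF-stimulated DMSO wells for no effect and unstimulated DMSO wells for full effect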
Active calls of the source: *; / = no result given. Some of the compounds tested (hit frequency here may not be typical).

SMILES	C8 TRAIL sens	TRPM1 prom inh	hiPSC survival	NR2E3 ag-1	KKLEB cytotox	HIF-2a block	Shn3 inh set2	EBV LMP1 NFkB	NR2E3 ag-2	Peg3 promoter	CF NFkB inh
CCC(=O)NC(Nc1sc2c(c1C(=O)OC)CCN(C)C2)(C(F)(F)F)C(F)(F)F	2	9	2.1	-12	1	7	10	-1	0	1	2
O=C(Nc1cccc(Cl)c1)Nc1ccon1	-12	-1	0.3	-1	-8	-63	-2	3	2	-39	26
O=C(CSc1nc2ccccc2c(=O)n1-c1cccc(C(F)(F)F)c1)NC1CC1	10	-2	-2.3	-17	-4	16	13	1	0	25	-5
COc1cc(/C=C/C(=O)OC2CC3CCC2(C)C3(C)C)ccc1O (configuration not stated)	2	-13	4.0	-67	0	-89	23	-2	3	-104	12
CC1(C(=O)Nc2cccc(C#N)c2)CCN1C(=O)C1(c2ccccc2)CC1 (configuration not stated)	-12	/	3.6	-14	6	12	17	/	/	3	-1
Cc1ccccc1N=C/C=C1/C=C(c2ccccc2)OC(C)(C)O1	-13	28	-2.0	12	13	-68	14	9	2	10	18
CCCCCCn1cnc2c(c1=O)c1nc3ccccc3nc1n2/N=C/c1ccco1	5	-15	2.5	-9	7	-12	8	-11	/	25	-33
CCc1ccc(C(O)(CC)C(CN2CCOCC2)c2ccccc2)cc1 (configuration not stated)	18	-3	0.0	-21	-4	9	9	4	/	17	-2
CN(C)C(=S)Nc1ccc(Cl)cc1	2	2	-0.1	-4	-5	16	6	-1	1	8	4
COc1cc(OC)c2ccc(=O)oc2c1C(CCN1CCCC(C)C1)c1ccc2c(c1)OCO2 (configuration not stated)	1	/	-2.7	31	-16	5	-4	2	0	-7	21
COc1cc(C=O)ccc1OCc1ccccc1Br	4	-41	-0.5	-107	4	-132	-58	-16	0	-187	-24
Cn1c(-c2ccc(F)cc2)cnc1NCc1ccc(F)cc1F	-1	-3	-0.6	-31	2	1	-16	4	/	-12	-19

Structural class: those above with a CF3 group
SMILES	C8 TRAIL sens	TRPM1 prom inh	hiPSC survival	NR2E3 ag-1	KKLEB cytotox	HIF-2a block	Shn3 inh set2	EBV LMP1 NFkB	NR2E3 ag-2	Peg3 promoter	CF NFkB inh
CCC(=O)NC(Nc1sc2c(c1C(=O)OC)CCN(C)C2)(C(F)(F)F)C(F)(F)F	2	9	2.1	-12	1	7	10	-1	0	1	2
O=C(CSc1nc2ccccc2c(=O)n1-c1cccc(C(F)(F)F)c1)NC1CC1	10	-2	-2.3	-17	-4	16	13	1	0	25	-5

(further entries)
SMILES	C8 TRAIL sens	TRPM1 prom inh	hiPSC survival	NR2E3 ag-1	KKLEB cytotox	HIF-2a block	Shn3 inh set2	EBV LMP1 NFkB	NR2E3 ag-2	Peg3 promoter	CF NFkB inh
COc1ccc(CCN(C)C(=O)C2CCCN(C3CCN(Cc4ccccc4)CC3)C2)cc1OC (configuration not stated)	4	8	0.3	11	4	11	-28	3	2	-12	-3
Fc1ccc(Nc2nnc(C(F)(F)F)s2)cc1	-4	-3	-0.6	8	-5	15	9	7	-4	6	9
CN(C)c1ccc(/C=N/OC(=O)Nc2ccccc2Cl)cc1	2	-37	-0.5	-6	1	-118	-17	-11	-4	-51	-24
FC(F)(F)c1cnc(-c2cnc(-c3ccccn3)nc2)c(Cl)c1	36	-15	-1.6	-104	9	-160	-35	5	1	-76	-20
Cc1cc(Nc2cc(C)on2)n2ncnc2n1	-1	2	-2.7	-20	-3	3	-14	-7	6	7	-9
CCNC(=O)C(=O)NCC1OCCCN1S(=O)(=O)c1cccs1 (configuration not stated)	-4	-1	1.5	6	7	9	5	-4	3	-5	-2
COc1ccc(OC)c(N=c2oc3cc(O)ccc3cc2C(N)=O)c1	10	-3	-1.8	-46	-12	-45	8	-5	1	-88	16
CCOC(=O)c1c(C2CC2)csc1NC(=O)COC(=O)CCS(=O)(=O)c1ccc(C)cc1	12	-12	-1.6	-6	2	9	5	-6	-2	6	4
COC(=O)C1=C(C)N(CCCC(=O)O)C(=O)NC1c1ccc(C#N)cc1 (configuration not stated)	-4	-2	-2.8	0	-7	8	25	-7	4	-7	5
CCOC(=O)Cc1csc(NC(=O)c2cc(C)cc(C)c2)n1	-6	2	-2.7	5	-7	1	-15	5	4	-1	10
O=C(c1ccc(Br)o1)N1CCN(C23CC4CC(CC(C4)C2)C3)CC1	-35	-3	1.4	1	8	-1	3	-4	-3	18	-10
CCc1c(C)sc(NC(=O)C2CC(c3c(F)cccc3Cl)=NO2)c1C#N (configuration not stated)	-22	1	-0.1	-34	-6	-73	0	-4	-3	-17	13

Taken from above.
CCOC(=O)Cc1csc(NC(=O)c2cc(C)cc(C)c2)n1 | EBV LMP1 NFkB: 5
FC(F)(F)c1cnc(-c2cnc(-c3ccccn3)nc2)c(Cl)c1 | NR2E3 ag-1: -104
CN(C)c1ccc(/C=N/OC(=O)Nc2ccccc2Cl)cc1 | Peg3 promoter: -51
COc1ccc(CCN(C)C(=O)C2CCCN(C3CCN(Cc4ccccc4)CC3)C2)cc1OC (configuration not stated) | NR2E3 ag-1: 11
O=C(c1ccc(Br)o1)N1CCN(C23CC4CC(CC(C4)C2)C3)CC1 | C8 TRAIL sens: -35

Going on with the list.
SMILES	C8 TRAIL sens	TRPM1 prom inh	hiPSC survival	NR2E3 ag-1	KKLEB cytotox	HIF-2a block	Shn3 inh set2	EBV LMP1 NFkB	NR2E3 ag-2	Peg3 promoter	CF NFkB inh
CC(=O)c1cn(CC(=O)Nc2cccc(C)c2C)c2ccccc12	36	19	0.0	13	7	17	40	11	-1	6	-27
Cc1ccc(NC(=O)COc2ccccc2C(N)=O)cc1S(=O)(=O)N1CCCCCC1	14	21	-0.1	38	-14	-12	72	22	5	13	20
O=C(CCN1C(=O)/C(=C/C=C/c2ccccc2)SC1=S)Nc1cccnc1	15	-62	0.5	-9	-11	-100	-29	-23	3	-170	0
CN(C1=C(N2CCCCC2)C(=O)c2ccccc2C1=O)c1ccccc1	7	19	-1.0	-15	1	-16	-21	-8	-1	15	9
COc1ccc(S(=O)(=O)c2ccccc2)cc1NC(=O)c1c(F)cccc1F	10	7	-0.2	-5	-4	-3	4	-4	0	1	-24
O=C(O)c1cnc(-c2ccccc2)nc1Sc1ccc(Cl)cc1Cl	-16	2	0.2	5	9	4	0	1	1	4	2
COc1ccc(Br)cc1/C=N/Nc1ccc(Cl)c(C(=O)O)c1	-1	-5	-0.6	-38	5	-6	10	15	-6	-10	-4
N/C(=N\OC(=O)C(c1ccccc1)c1ccccc1)c1cccnc1	0	-1	-0.9	13	-2	-6	-4	3	2	13	8
Cc1nc(NC(=O)c2ccccc2)sc1C	18	-48	-0.6	-147	14	-258	-39	-24	3	-265	-14
Cc1ccc(N(C(C)C(=O)O)S(=O)(=O)c2cccnc2)cc1 (configuration not stated)	1	/	0.2	-3	-4	10	7	-6	3	2	2
CC1(C)CC[C@]2(C(=O)O)CC[C@]3(CO)C(=CCC4[C@@]5(C)C[C@H](O)[C@H](O)[C@@](C)(C(=O)O)C5CC[C@]43C)[C@@H]2C1 (some centres not stated)	4	-4	2.2	-6	1	9	8	-7	/	-19	1
Cc1[nH]c2ccccc2c1C(=O)C(=O)NCc1cccs1	1	-4	0.2	11	6	-14	-2	-1	-1	-17	-17
COc1cccc(C(C(=O)NC2CCCCC2)N(C(=O)c2cccs2)c2ccc3c(c2)OCO3)c1 (configuration not stated)	-1	-14	-2.3	-5	-2	32	29	10	3	11	7
COC(=O)Nc1ccc(S(=O)(=O)Nc2cccc3ccccc23)cc1	12	23	0.8	35	-5	8	58	6	2	30	13
CC1(C)CC(=O)C(C=NCCCO)=C(O)C1	17	3	-0.6	-9	-17	-12	2	-3	1	8	15
CC(C)(C)OC(=O)C1C(=O)CC(C)(O)C(C(=O)OC(C)(C)C)C1c1cccnc1 (configuration not stated)	5	2	6.2	8	-2	9	-5	3	2	12	-12
O=C(NCc1ccc2c(c1)OCO2)C1CCN(S(=O)(=O)c2ccc(Br)s2)CC1	9	5	1.6	40	-8	16	6	-6	0	28	17
CC(CCc1ccccc1)C(=O)NO (configuration not stated)	-3	5	3.6	-13	6	16	-3	5	3	19	6
Cc1ccc(C(OC(=O)c2ccco2)C(=O)NC(C)(C)C)cc1 (configuration not stated)	-9	9	0.0	5	8	8	9	8	1	-2	6
CCCCNC(=S)Nc1ccc2cn[nH]c2c1	4	-3	17	15	-16	-19	-12	9	0	-23	17
Cc1cccc(-c2nsc(SCC(=O)Nc3nccs3)n2)c1	-6	-24	-0.1	4	0	-8	-33	14	6	14	3
NC(=O)Cc1ccc(C(=O)c2ccc(Cl)cc2Cl)s1	-4	-9	-1.7	6	12	-79	-19	-11	-2	-59	-14
O=C(NC1CCCC1)C(c1cccs1)N(C(=O)c1ccno1)c1ccccc1 (configuration not stated)	7	9	3.7	-15	-4	15	-13	1	3	4	7
CCOC(=O)C1CC(C)=C(C)CC1C(=O)O (configuration not stated)	13	-21	0.1	-17	14	-132	7	4	2	15	-2
CCCNC(=S)Nc1ccc2nc(-c3ccccn3)c(-c3ccccn3)nc2c1	-9	-6	-2.7	-27	-4	6	-6	-3	1	7	3
CSC(=Nc1ccccc1)Nc1ccccc1	-15	5	0.0	-11	4	-24	/	-13	4	-1	-19
Cc1csc(=O)n1CC(=O)OCC(=O)Nc1ccccc1C(C)C	8	-4	0.0	-25	1	7	-5	-1	3	5	-2
CCc1ccc(OCCCC(=O)Nc2ccc(S(N)(=O)=O)cc2)cc1	-4	-26	2.4	24	-1	1	19	6	3	7	-6
COc1ccccc1NC(=O)C1=C(C)NC(=O)NC1c1ccc(C)s1 (configuration not stated)	-13	3	0.3	-10	-16	24	-10	-2	1	13	-6
Cc1ccc(S(=O)(=O)N2CCN(C(=O)c3ccccc3-c3nc4ccccc4s3)CC2)c(C)c1	6	11	0.2	6	14	-7	-3	0	4	-7	-12
COc1ccc(/C(O)=C2/C(=O)C(=O)N(CC3CCCO3)C2c2cccc(O)c2)cc1 (configuration not stated)	-2	0	0.3	-20	10	16	-21	-3	5	3	-4
O=C(COC(=O)Cc1ccccc1F)NNC(=O)c1ccc(Cl)cc1	-3	-5	-0.5	3	-12	-4	-5	2	-2	-24	14
COc1ccc(CNC(=O)C2CCN(C(=O)N3CCOc4ccc(C)cc43)CC2)cc1	3	7	2.0	-19	-10	21	10	0	0	-5	6
CC1(c2ccccc2)NC(=O)N(CC(=O)Nc2ccccc2C(=O)N2CCCCC2)C1=O (configuration not stated)	-1	0	4.8	-5	8	12	6	2	7	18	13
COc1ccc(C(=O)N(c2ccc(C)cc2)C2C=CS(=O)(=O)C2)cc1OC (configuration not stated)	-4	-3	0.0	16	2	15	-46	4	4	1	-11
Cn1nc(C(=O)OCC(=O)Nc2ccc3ccccc3c2)c2ccccc2c1=O	4	4	-0.4	-4	-3	-32	-10	5	-1	-22	-2
CCNCCC(=O)N1c2ccccc2Sc2ccc(NC(=O)OCC)cc21	-2	2	-2.9	3	-13	8	0	-4	-5	3	19
CC1=C(C(=O)Nc2ccccc2C(=O)NC2CCCCC2)SCCO1	18	-4	0.7	-13	8	-9	-1	-9	1	-16	-1
